Bioassay records: PubChem, National Center for Advancing Translational Sciences (NCATS)
NPC1 prom act = qHTS Assay for NPC1 Promoter Activators | Huh7 NPC1 promoter luciferase reporter, 24 h | Potency, µM (doses to about 9.22 µM), for inactives: top-dose activation, hits mostly activators | actives 2.4% (n = 320,000);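 further: potency means the concentration at half of the fitted maximal effect; % of control where 0% means no effect; nearly all actives have a fitted effect of over 60% in size; reporter is driven by a mutant NPC1 promoter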
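Stably transfected Huh7 (NPC1 promoter→luciferase), 1500 cells/well in Opti-MEM + 10% FBS, 2 h settle, then compound 24 h at 37 °C. Luminescence after 10 min with Amplite reagent.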
p53 reactivation = qHTS assay for re-activators of p53 using a Luc reporter; H1299 p53-A138V BP100-luciferase reporter, luminescence, 24 h; Potency, µM (top dose mostly 92.2 µM), for inactives: top-dose activity change, positive = activation, most hits filed as activators; actives 0.063% (n = 320,000); AID 504706, 2011; further: potency means the concentration at half of the fitted maximal effect; % of control where 0% means no effect; nearly all actives have a fitted effect of over 45% in size
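p53-null H1299 cells stably carrying temperature-sensitive p53-A138V and a BP100-luciferase reporter were pinned with compounds (4-point, 1:5 series) and held 24 hrs at 37 deg C. Luminescence was read 10 min after detection reagent.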
Rab9 promoter act = qHTS Assay for Rab9 Promoter Activators; Huh7 Rab9 promoter-luciferase reporter, luminescence, 24 h; Potency, µM (highest dose often 9.22 µM), for inactives: top-dose activation, negative = inhibition, most hits filed as activators; actives 2.8% (n = 320,000); AID 485297, 2010; further: potency means the concentration at half of the fitted maximal effect; % of control where 0% means no effect; nearly all actives have a fitted effect of over 60% in size
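Huh7 reporter line, Rab9 promoter upstream of luciferase. Compound exposure 24 h at 37 °C in reduced-serum medium with 10% FBS. Read-out: luminescence.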
TRPV1 agonist = HTS Assay for Compounds that Act as Agonists of the Vanilloid Receptor 1 | Transient receptor potential cation channel subfamily V member 1 (Homo sapiens), Q8NER1 | actives 0.19% (n = 320,000) | activation, % at 8.33 µM | AID 540275, 2011 | TRPV1-expressing cells, Fluo-8 calcium influx, agonist mode; in the data active means activation above about 80%; inconclusive means between about 30% and that limit; further: 0% is about no effect
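Cells expressing TRPV1 were dye-loaded with Fluo-8 and read kinetically: 10 s baseline, 3 min after compound (agonist portion), then 2 min after EC20 capsaicin (allosteric enhancer portion). Calcium-bound dye fluorescence at 480/520 nm.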
Gal4-VP16 FLuc = VP16 counterscreen qHTS for inhibitors of ROR gamma transcriptional activity | Potency, µM (top dose mostly 53.6 µM), for inactives: at the highest dose activity, negative = inhibition, usual class: inhibitors | Drosophila S2 Gal4-VP16 UAS-luciferase, luminescence, 20 h | actives 3.5% (n = 310,000) | AID 2546, 2010;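 further: Gal4-VP16 expression switched on by copper sulfate through the metallothionein promoter; potency means the concentration at half of the fitted maximal effect; on the % scale 0 is the no-effect control and ±100 the full control effect; nearly all actives have a fitted effect of over 50% in size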
FLuc counter = qHTS profiling assay for firefly luciferase inhibitor/activator using purifed enzyme and Km concentrations of substrates (counterscreen for miR-21 project); Luciferin 4-monooxygenase (Photinus pyralis), P08659; purified FLuc, Km substrates, luminescence inhibition; Potency, µM (doses to about 57.5 µM), for inactives: top-dose activity change, negative = inhibition, hits mostly inhibitors; actives 6.9% (n = 360,000);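 further: potency means the concentration at half of the fitted maximal effect; plate controls were vehicle for no effect and reference inhibitor for full effect; nearly all actives have a fitted effect of over 55% in size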
Target sequence (P08659 whole entry, looked up): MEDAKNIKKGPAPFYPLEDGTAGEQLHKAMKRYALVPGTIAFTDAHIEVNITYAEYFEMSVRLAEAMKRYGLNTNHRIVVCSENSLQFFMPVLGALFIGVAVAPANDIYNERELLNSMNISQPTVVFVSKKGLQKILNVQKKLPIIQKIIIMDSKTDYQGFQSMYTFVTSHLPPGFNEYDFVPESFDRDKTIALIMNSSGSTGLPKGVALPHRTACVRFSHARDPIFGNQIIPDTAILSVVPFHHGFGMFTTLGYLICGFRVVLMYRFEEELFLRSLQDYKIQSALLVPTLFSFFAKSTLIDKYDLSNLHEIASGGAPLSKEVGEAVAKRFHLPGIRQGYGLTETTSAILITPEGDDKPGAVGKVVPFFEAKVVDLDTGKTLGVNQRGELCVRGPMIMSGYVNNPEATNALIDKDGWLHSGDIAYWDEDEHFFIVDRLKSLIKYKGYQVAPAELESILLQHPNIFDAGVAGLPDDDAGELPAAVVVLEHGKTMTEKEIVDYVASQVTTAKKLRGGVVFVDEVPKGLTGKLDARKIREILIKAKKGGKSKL
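Biochemical qHTS of compounds, final roughly 60 µM downward over six points, against 10 nM purified firefly luciferase using Km concentrations of substrates (10 uM D-luciferin, 10 uM ATP) in Tris acetate pH 7.5 buffer; luminescence output.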
ELG1 DNA repair = qHTS screen for small molecules that inhibit ELG1-dependent DNA repair in human embryonic kidney (HEK293T) cells expressing luciferase-tagged ELG1; AID 504467, 2011; Potency, µM (series often up to 46.1 µM), for inactives: top-dose activity change, negative = inhibition, usual class: inhibitors; HEK293T ELG1-luciferase reporter, luminescence, 16 h; DNA damage induced by 5-fluorouridine; actives 2.3% (n = 330,000); further: potency means the concentration at half of the fitted maximal effect; on the % scale 0 is the no-effect control and ±100 the full control effect; nearly all actives have a fitted effect of over 55% in size
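5-Fluorouridine DNA damage + compound/DMSO, 2,000 cells/well, 16 h, 37 °C/5% CO2. ONE-Glo, 30 min RT, luminescence. Readout = decrease in reporter signal.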
Tb PFK block = qHTS Assay to Find Inhibitors of T. brucei phosphofructokinase | ATP-dependent 6-phosphofructokinase (Trypanosoma brucei brucei), O15648 | T. brucei PFK, ADP-Glo luminescence | Potency, µM (doses to about 57.5 µM), without a hit: at the highest dose activity, negative = inhibition, most hits filed as inhibitors | actives 0.17% (n = 330,000);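 further: potency means the concentration at half of the fitted maximal effect; 0% = uninhibited 1x PFK enzyme wells and -100% = no-enzyme wells; nearly all actives have a fitted effect of over 60% in size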
Target sequence (O15648 whole entry, looked up): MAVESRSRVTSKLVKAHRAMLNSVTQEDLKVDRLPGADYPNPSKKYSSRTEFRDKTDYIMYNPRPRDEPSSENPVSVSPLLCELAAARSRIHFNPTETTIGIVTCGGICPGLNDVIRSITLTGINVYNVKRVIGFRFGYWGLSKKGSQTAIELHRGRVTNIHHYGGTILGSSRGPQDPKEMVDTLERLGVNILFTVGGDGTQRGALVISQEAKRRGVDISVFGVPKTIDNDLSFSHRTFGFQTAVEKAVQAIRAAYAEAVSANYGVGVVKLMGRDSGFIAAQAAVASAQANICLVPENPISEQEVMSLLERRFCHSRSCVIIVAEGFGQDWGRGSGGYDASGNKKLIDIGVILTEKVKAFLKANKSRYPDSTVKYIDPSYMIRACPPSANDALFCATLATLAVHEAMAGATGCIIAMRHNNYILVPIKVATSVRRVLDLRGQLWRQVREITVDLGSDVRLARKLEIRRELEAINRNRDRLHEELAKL
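ADP-Glo luminescence quantified ADP after 45 min at room temperature, with 1.25 nM T. brucei PFK, 0.1 mM ATP and 0.5 mM fructose-6-phosphate in pH 8.0 TEA buffer. qHTS titrations up to 57 µM; curves classified by quality.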
RORg inh = qHTS for inhibitors of ROR gamma transcriptional activity | actives 5.4% (n = 310,000) | Potency, µM (series often up to 53.6 µM), for inactives: top-dose activity change, negative = inhibition, most hits filed as inhibitors | Nuclear receptor ROR-gamma (Mus musculus), P51450 | Drosophila S2 Gal4-RORgamma UAS-luciferase reporter, 20 h; further: potency means the concentration at half of the fitted maximal effect; on the % scale 0 is the no-effect control and ±100 the full control effect; nearly all actives have a fitted effect of over 60% in size
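ROR gamma transcriptional activity was tracked as Gal4-UAS luciferase output in stably transfected Drosophila Schneider cells, with compound added 1 hr before 700 uM copper sulfate induction and a 20 hr ambient-temperature incubation.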
ELG1 genotox = qHTS screen for small molecules that induce genotoxicity in human embryonic kidney (HEK293T) cells expressing luciferase-tagged ELG1 | actives 1.3% (n = 330,000) | HEK293T ELG1-luciferase reporter, luminescence, 16 h | Potency, µM (titrated, usually from 46 µM), inactives show at the highest dose activity change, positive = activation, most hits filed as activators; further: potency means the concentration at half of the fitted maximal effect; % of control where 0% means no effect; nearly all actives have a fitted effect of over 60% in size
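Genotoxicity was scored as increased ELG1-luciferase reporter signal, measured by ONE-Glo luminescence (30 min, room temperature). Compound or vehicle exposure of the HEK293T reporter cells lasted 16 hr at 37°C.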
BRCA1 expr up = qHTS Assay to Identify Small Molecule Activators of BRCA1 Expression; MCF7-BRCA1-FFLuc reporter, luminescence, 48 h; response scale: scaled: vehicle 0%, 10 µM genistein 100%; actives 1.1% (n = 380,000); AID 624202, 2012; Potency, µM (titrated, usually from 46.1 µM), inactives show at the top dose activation, actives largely listed as activators; further: potency means the concentration at half of the fitted maximal effect; nearly all actives have a fitted effect of over 80% in size; some results filed as inactive show a strong effect at the top dose
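MCF7-BRCA1-FFLuc cells, 2000/well in phenol-red-free MEM, attached 2 h then treated 48 h at 37 C. Luciferase luminescence read 15 min after reagent; normalized to genistein maximum activation (10microM) and DMSO, concentration-response fitted.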
* marks the source's active call; other numbers are inactive results; ? = inconclusive; / = no result given; [ ] = remark or other dose. Unless noted, the call rests on the fitted dose curve; in most records, active means well fitted curve in the direction sought with a large enough effect; inconclusive means small, poorly fitted or top-dose-only effect, or another doubt; inactive means no such curve, though single readings can be large; an effect the other way counts as inactive or inconclusive.

Results follow in this order: NPC1 prom act, p53 reactivation, Rab9 promoter act, TRPV1 agonist, Gal4-VP16 FLuc, FLuc counter, ELG1 DNA repair, Tb PFK block, RORg inh, ELG1 genotox, BRCA1 expr up
O=C1CCCN1CCC(=O)N1CCCC(N2CCN(c3ccccc3F)CC2)C1 (configuration not stated)
→ 1.2%, 0.8%, -6.1%, 2.9, 4.3%, 1.0%, 7.5%, -4.0%, -0.7%, -0.4%, 18.0%
NC(=O)CSc1nnc(COc2cccc3ccccc23)o1
→ 1.1%, /, 2.5%, -0.1, -3.2%, 1.9%, 21.9%, -0.1%, 0.4%, -0.4%, -6.3%
COC(=O)C1=C(N)Oc2cc(C)n(Cc3cccnc3)c(=O)c2C1c1ccc(OC)c(OC)c1 (configuration not stated)
→ -0.2%, -7.6%, 3.9%, -1.3, -2.6%, -0.6%, 1.3%, -2.0%, -7.9%, 1.4%, 2.2%
Cc1ccccc1-n1c(C)nnc1SCC(=O)NC1CCCc2ccccc21 (configuration not stated)
→ -1.1%, -6.6%, 5.5%, -1.0, -2.1%, 1.5%, 5.8%, 4.8%, 32.9%, 3.4%, 7.6%
CCc1ccc2c(CN3CCc4cc(OC)c(OC)cc4C3)cc(=O)oc2c1
→ -1.9%, -14.2%, -3.9%, ?, ?, -12.9%, ?, -0.2%, -20.0%, -3.0%, -69.4%
CN1CC(COCc2ccccc2)Oc2ccccc2S1(=O)=O (configuration not stated)
→ /, 24.9%, /, /, /, /, 6.6%, -3.6%, /, -0.1%, 1.4%
CC1CN(C(=O)CN2C(=O)NC3(CCCCCC3)C2=O)CC(C)O1 (configuration not stated)
→ -0.8%, 5.4%, -7.6%, -1.5, 3.7%, 0.1%, 1.6%, -2.7%, -11.6%, -0.1%, 2.9%
O=C1c2ccccc2C(=O)c2c1ccc(C(=O)N1CCCCC1)c2NCCO
→ -2.4%, -5.2%, 1.0%, -0.1, -11.2%, ?, 4.8%, 0.7%, -12.7%, -2.0%, -9.4%
CCN1CCN(C(=O)NC(c2ccc(C)c(F)c2)C(Cl)Cl)CC1 (configuration not stated)
→ 1.1%, -4.2%, 0.3%, 3.8, -9.4%, -2.3%, 12.4%, -0.6%, 3.9%, 1.2%, 0.5%
CC1CCCN(C(=O)COC(=O)Cc2c[nH]c3ccccc23)C1 (configuration not stated)
→ -3.9%, 7.8%, 3.4%, 5.7, /, 1.3%, ?, 0.2%, /, 1.0%, 4.3%
Cc1ccc(NC(=O)C2CCCN(c3ncnc4c3nc3n4CCCCC3)C2)nc1 (configuration not stated)
→ -0.4%, 0.7%, -5.0%, ?, -10.2%, 0.3%, 3.26µM*, -1.4%, 15.3%, -7.9%, -25.4%
CCCCN(C(=O)Cc1cccc(F)c1)c1c(N)n(CCC)c(=O)[nH]c1=O
→ -3.0%, 3.5%, -2.0%, -6.8, -1.3%, -0.3%, 12.8%, -0.3%, 14.6%, 1.5%, -2.4%
COc1ccc(C(c2nnnn2Cc2cccs2)N2CCN(c3ccccc3F)CC2)cc1OC (configuration not stated)
→ 11.6%, -1.6%, 5.9%, 1.5, -13.4%, -5.6%, ?, -11.8%, ?, 3.9%, -37.3%
CC1=Nn2c(nc3sc4c(c3c2=O)CCCC4)SC1
→ 25.1%, 18.2%, ?, ?, -18.5%, 21.3µM*, ?, -1.9%, ?, ?, 7.08µM*
Cc1ccc2nc(SCC(=O)Nc3cc(C(F)(F)F)ccc3N3CCOCC3)[nH]c2c1
→ -8.7%, 14.4%, -13.9%, ?, -19.6%, 2.9%, -16.1%, 0.0%, 16.0%, 5.0%, -85.2%[inhibitor]
O=C(/C=C/c1cccs1)Nc1ccc([N+](=O)[O-])cc1
→ 23.4%, ?, ?, ?, 2.6%, ?, -4.7%, -0.9%, 38.8%, 11.0%, 77.7%
CCc1nnc(NC(=O)CSc2nnc(Cc3ccccc3)o2)s1
→ 0.7%, -2.2%, -5.2%, 2.5, -1.4%, 6.3%, -1.8%, 2.3%, ?, 2.2%, 21.8%
CCCNC(=O)c1cc(SC)ccc1Cl
→ -0.1%, 10.9%, -1.5%, -1.2, 12.0%, -1.4%, 7.4%, -1.5%, 8.1%, 0.8%, 3.1%
CC/C(=N\O)c1c(O)c2c(n(-c3ccccc3)c1=O)CCCC2
→ 0.5%, 3.5%, 0.1%, 0.0, ?, -0.5%, 1.1%, 2.3%, ?, -0.6%, -0.9%
Clc1ccc(C2CC(c3ccco3)n3ncnc3N2)cc1Cl (configuration not stated)
→ -2.7%, -4.4%, 0.8%, -4.5, 1.1%, -2.4%, 1.0%, -14.6%, -29.9%, -2.4%, -17.8%
Cc1ccccc1OCC(=O)Nc1ccc([N+](=O)[O-])cc1
→ 13.1%, 1.3%, 14.9%, 3.6, 23.7%, -1.7%, 1.9%, 3.9%, 23.4%, 6.2%, 7.4%
CC1CCCCC12NC(=O)N(CC(=O)c1ccc(Cl)s1)C2=O (configuration not stated)
→ -1.6%, -10.6%, 0.6%, 2.0, -7.7%, 2.2%, 2.8%, -1.0%, -3.9%, -4.0%, -13.8%
COc1c(C=O)c(CCN(C)C(=O)c2ccc(F)cc2)cc2c1OCO2
→ -7.0%, -1.6%, -3.8%, 3.2, -2.5%, 1.8%, 3.8%, -4.4%, -9.8%, -0.1%, 11.7%
CCOC(=O)C1(Cc2ccccc2)CCN(Cc2cnn(CC)c2)CC1
→ -0.4%, 1.2%, -0.4%, 3.0, 4.9%, 0.7%, 2.2%, -2.5%, 9.2%, -3.9%, -4.7%
CN1CCN(C(=O)c2ccc3c(=O)n(-c4ccc(F)cc4)c(=S)[nH]c3c2)CC1
→ -0.2%, 7.2%, 3.2%, -1.5, 3.0%, -16.1%, 0.8%, -3.1%, -8.0%, 2.4%, 16.2%
O=C(N/N=C/C=C/c1ccccc1)NC1CCCCC1
→ 3.6%, 6.6%, ?, -0.1, -5.4%, ?, 1.6%, 3.8%, ?, 2.9%, 7.4%
O=C(Nc1ccccc1C(=O)N1CCOCC1)C1CC(=O)N(c2ccc(F)cc2)C1 (configuration not stated)
→ 1.4%, 7.7%, 14.3%, -1.7, 1.9%, -0.1%, 3.0%, -3.3%, 15.3%, 6.3%, 11.7%
O=C(CN1C(=O)C(=O)N(Cc2ccco2)C1=O)Nc1ccccc1
→ /, -1.7%, /, /, /, /, ?, -0.8%, /, 1.6%, -4.6%
COc1ccc(CN2C(=O)CCC(C(=O)O)C2c2ccccc2)cc1 (configuration not stated)
→ 0.3%, 4.6%, 21.0%, -6.7, 7.1%, -8.4%, 8.4%, -1.5%, -5.3%, 0.6%, -8.4%
COc1cc(/C=C2\SC(N)=NC2=O)ccc1OCC(=O)Nc1ccc(C)cc1
→ 1.6%, 0.0%, -1.4%, 1.0, -0.9%, -1.2%, 25.5%, -6.7%, -9.4%, ?, -43.7%
CN(CC(=O)Nc1ccccc1[N+](=O)[O-])Cc1ccc(Br)cc1
→ -1.3%, -4.2%, -5.7%, 11.5, 9.4%[10 µM], -10.3%, -10.6%, -4.1%, 16.0%, -4.0%, 0.0%
CCC(=O)Nc1cc(C(F)(F)F)ccc1N1CCCC1
→ -2.5%, -2.1%, -1.9%, 3.2, 1.9%, -0.1%, -16.1%, -0.3%, 35.8%, -6.5%, 0.9%
COc1cccc(/C=N/NC(=O)C(=O)NCc2cccnc2)c1O
→ 0.1%, 12.4%, -6.0%, 1.6, ?, -16.9%, -5.7%, 5.4%, 11.2µM*, 2.7%, -30.5%
CN1CCN(NC(=O)c2ccc(Cl)c(S(=O)(=O)Nc3ccc(Cl)cc3)c2)CC1
→ -1.2%, -2.7%, -2.9%, 1.2, 0.9%, 0.2%, 14.1%, -4.2%, 21.1%, -0.2%, 2.4%
